Assay outcomes deposited in PubChem BioAssay by several laboratories.
PG9 binder: binds the HIV-1 gp120 antibody PG9; TR-FRET gp120-PG9 antibody binding; inhibition, % at 6.7 µM; actives 0.43% (n = 360,000); AID 624416; in the data active = inhibition above about 8.5%
mABHD4 FP: ABHD4 (mouse) inhibition, primary FP screen. purified mABHD4, FP-Rh probe fluorescence polarization. inhibition, % at 8.92 µM. actives 0.54% (n = 370,000);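 active = inhibition exceeding the mean over every tested compound plus 3 SD, cut at about 30% in these data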;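 also: 0% = plate median of compound wells and 100% = S159A mutant with DMSO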
Target sequence (Q8VD66 whole entry, looked up): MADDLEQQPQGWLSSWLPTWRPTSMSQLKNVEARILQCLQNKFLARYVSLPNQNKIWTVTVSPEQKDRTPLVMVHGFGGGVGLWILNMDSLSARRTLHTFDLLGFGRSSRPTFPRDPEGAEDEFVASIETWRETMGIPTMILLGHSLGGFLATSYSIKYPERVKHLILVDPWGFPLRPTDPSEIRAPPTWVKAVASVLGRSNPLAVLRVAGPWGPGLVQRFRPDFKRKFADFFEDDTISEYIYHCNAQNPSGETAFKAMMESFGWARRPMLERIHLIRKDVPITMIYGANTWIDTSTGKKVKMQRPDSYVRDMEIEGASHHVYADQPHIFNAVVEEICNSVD
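Assay system: wild-type mouse ABHD4 protein; compound: single nominal dose of 8.92 µM, 0.89% DMSO final; schedule: 45 min + 60 min at 25 °C; measured by: FP readout, ex 525 nm / em 598 nm; evaluation: % inhibition of FP-Rh probe binding versus controls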
TCR CD3 inh: inhibitors of human TCR-CD3 interaction; AID 651800; TAMRA-labeled TCR probe fluorescence, biochemical; inhibition, % at 9.4 µM; actives 0.37% (n = 360,000); in the data active = inhibition above about 19%;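 also: recombinant mutant TCR 2C K166C tagged with TAMRA read by polarization; 0% = receptor in buffer alone and 100% = receptor with positive control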
HTRA1 inh: blocks human HTRA1 serine peptidase | Q92743 | recombinant HTRA1, FP-rhodamine activity-based probe, fluorescence polarization | inhibition, % at 5.96 µM | actives 0.5% (n = 340,000); in the data active = inhibition above about 36%;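 also: 0% = enzyme with DMSO and 100% = wells lacking enzyme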
LEDGF integ inh: blocks HIV-1 LEDGF/p75-dependent DNA integration; TR-FRET IN-LEDGF/p75 DNA integration, Eu/Cy5; inhibition, % at 3.7 µM; actives 0.64% (n = 370,000);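 active = inhibition above the screen-wide mean plus 3 SD, cut at about 13% in these data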;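 also: signal is the Cy5 over europium emission ratio at 671 and 618 nm; 0% = plate median of compound wells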
SIAE primary: blocks human sialic acid acetylesterase; actives 0.69% (n = 370,000); SIAE FP-Rh probe binding, fluorescence polarization; inhibition, % at 9.66 µM; Q9HAT2;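 active = inhibition above a cutoff: mean of compounds within the control limits plus 3 SD of those, cut at about 17% in these data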;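 also: 0% = plate median of compound wells and 100% = probe without SIAE protein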
PRMT1 FP inh: blocks human protein arginine methyltransferase 1; actives 1.3% (n = 370,000); inhibition, % at 2.79 µM; Q99873; AID 652257; recombinant PRMT1, activity-based probe fluorescence polarization;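 active = inhibition above about 21% made by adding two undisclosed values, limit read from the data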
rCAG RNA binder: molecules binding r(CAG) RNA repeats. r(CAG) RNA repeat, TO-PRO-1 dye displacement fluorescence. inhibition, % at 3 µM. actives 1.3% (n = 370,000);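 active = inhibition above the plate cutoff, the mean of all test compounds on that plate plus 3 SD, cut at about 35% in these data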;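 also: 0% = DMSO alone and 100% = 100 µM mitoxantrone as full dye displacement; higher means more dye released from RNA so lower well fluorescence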
Rev-erbA mod: modulators of human Rev-erb alpha DNA binding; P20393; Rev-erbα–FITC-DNA binding, fluorescence polarization, 90 min; activity, % at 10 µM; actives 0.79% (n = 370,000);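 active = activity above about 14%, limit read from the data; passing the limit was not always enough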;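 also: 0% = DMSO wells with 35 nM protein and 100% = DMSO wells with 750 nM protein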
Target sequence (P20393 whole entry, looked up): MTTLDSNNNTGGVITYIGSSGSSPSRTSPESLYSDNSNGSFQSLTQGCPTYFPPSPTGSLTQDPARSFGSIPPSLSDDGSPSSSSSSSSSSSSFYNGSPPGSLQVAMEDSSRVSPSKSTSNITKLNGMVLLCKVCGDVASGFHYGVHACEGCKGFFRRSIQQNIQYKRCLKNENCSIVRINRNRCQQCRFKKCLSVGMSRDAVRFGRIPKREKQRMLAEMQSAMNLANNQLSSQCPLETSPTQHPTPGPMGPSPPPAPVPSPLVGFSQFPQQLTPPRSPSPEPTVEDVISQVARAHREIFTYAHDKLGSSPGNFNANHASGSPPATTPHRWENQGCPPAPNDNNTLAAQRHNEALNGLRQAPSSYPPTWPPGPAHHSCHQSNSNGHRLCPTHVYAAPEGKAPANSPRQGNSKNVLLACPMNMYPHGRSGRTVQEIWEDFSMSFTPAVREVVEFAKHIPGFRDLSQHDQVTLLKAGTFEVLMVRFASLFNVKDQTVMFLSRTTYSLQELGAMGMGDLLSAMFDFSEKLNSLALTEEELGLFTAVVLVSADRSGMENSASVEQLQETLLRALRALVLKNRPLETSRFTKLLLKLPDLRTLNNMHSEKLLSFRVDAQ
TDP2 absorb: TDP2 (human) inhibition, absorbance primary screen | recombinant TDP2, T5PNP hydrolysis, p-nitrophenol absorbance 415 nm | inhibition, % at 12.8 µM | actives 0.34% (n = 370,000) | AID 720702;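 active = inhibition above the mean of all tested compounds plus 3 SD, set per campaign, cut at about 25% in these data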;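 also: 0% = DMSO with enzyme and 100% = buffer with substrate but no TDP2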
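System – recombinant human TDP2 · Quantity – TDP2 enzyme at 120 nM final · Doses – single concentration, 12.8 µM nominal, with 1% DMSO · Incubation – 2 h at 37 °C · Measured by – epi absorbance of p-nitrophenol freed from T5PNP by hydrolysis · Read-out – % inhibition relative to enzyme-containing and enzyme-free wells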
* hit, by the source's call; nt = not tested or not shown. These rows are one share of the data; count on the stated rates, not on these rows.

SMILES	PG9 binder	mABHD4 FP	TCR CD3 inh	HTRA1 inh	LEDGF integ inh	SIAE primary	PRMT1 FP inh	rCAG RNA binder	Rev-erbA mod	TDP2 absorb
COc1ccc(C)cc1NC(=O)CSc1nnc(COc2ccc(Cl)cc2)n1Cc1ccco1	0.1	-21	3	-52	2	-8	1	0	5	-1
CS(=O)(=O)c1ccc2nc(NC(=O)c3ccc(Cl)cc3)sc2c1	58*	1	7	2	-3	-5	-3	3	38*	-2
CC(C)(C)c1ccc(C(=O)NC(=O)COC(=O)CCS(=O)(=O)c2ccccc2)cc1	-0.3	-2	1	-6	2	-5	-2	1	0	-6
COc1ccc(N2C(=O)CCC(C(=O)N3CCOCC3)C2c2ccc(F)cc2)cc1 (stereo not given)	-0.6	2	3	2	0	0	-2	-4	-1	4
COc1ccc(Cn2c(=O)c3[nH]cnc3n(-c3ccccc3C)c2=O)cc1	-1.5	-5	4	5	2	11	-5	-4	2	5
Cc1ccc(-c2ccc(/C=C(\C#N)C(N)=S)n2C)cc1	-2.1	1	0	5	3	-1	0	1	-1	-1
CCN(C(=O)c1ccc(S(C)(=O)=O)cc1)C12CC3CC(CC(C3)C1)C2	0.7	93*	4	1	3	-3	-3	-1	0	6
Cc1ccc(OCC(=O)Nc2ccccc2C(=O)NC2CC2)cc1C	-0.8	1	9	-2	-2	-4	-3	-3	3	-9
Cc1cc(Cl)c2oc(C(=O)NC(C)c3ccncn3)c(C)c2c1 (stereo not given)	1.2	9	10	-2	-3	-1	4	-1	1	7
CC(C)c1ccc(/C=C(\NC(=O)c2ccccc2)C(=O)NCCCn2ccnc2)cc1	-2.3	-3	5	2	5	-1	-1	-2	1	-10
Cc1cc(C)n2nc(SCc3nnc(-c4ccccc4Br)o3)nc2n1	-0.5	1	4	2	-1	22*	-1	2	-7	1
CCN1C(=O)c2cccc3c(S(=O)(=O)N4CCNCC4)ccc1c23	1.2	4	5	8	-3	2	-2	5	-2	-6
COc1cc(/C=N/NC(=O)c2cccnc2)ccc1OC(=O)c1ccco1	-2.6	-4	5	0	3	0	-1	-1	12	5
O=C(Cc1ccccc1)NC(c1ccco1)c1c(O)ccc2ccccc12 (stereo not given)	1.0	-4	-3	-33	-1	-5	4	4	4	-2
Cc1[nH]c(=O)[nH]c(=O)c1CSc1nnc([C@H](CC(C)C)NC(=O)OC(C)(C)C)o1	0.8	6	6	1	-2	-4	-3	-2	-4	7
NS(=O)(=O)c1ccc(CCNCC(=O)N2CCC(Cc3ccccc3)CC2)cc1	-0.5	2	-2	7	4	-2	-2	-3	3	2
Cc1onc(-c2c(F)cccc2Cl)c1C(N)=S	-2.1	2	2	1	0	-8	-1	0	3	-4
COc1ccc(NCC(=O)N/N=C/C=C/c2ccccc2[N+](=O)[O-])cc1	-3.7	7	1	12	-2	5	3	2	-4	4
Nc1nc(SCC(=O)Nc2ccccc2)[nH]c(=O)c1NC(=O)c1cccs1	-0.2	3	-8	2	-1	2	2	2	5	1
COc1ccccc1/C=C/C(=O)OCC(=O)N1CCc2ccccc21	-1.0	-10	-2	-23	-2	0	1	4	-2	-2
Cc1cc(-n2nc(C)cc2C)n2ncc(-c3ccccc3)c2n1	-2.0	2	-6	4	3	-1	0	3	4	3
CCOC(=O)CCC1(C(=O)OC)C(=O)CCCCCC=C1C(=O)OC (stereo not given)	0.9	-1	5	9	-1	2	1	2	0	-13
COC(=O)c1cccnc1SCc1ccccc1	-0.7	-5	6	-3	-1	-4	1	0	12	-2
Cc1nc(N2CCCCC2)sc1C=O	0.4	6	0	nt	4	-1	1	-2	0	-5
COC(=O)c1ccc(NC(=O)CN(c2ccc3c(c2)OCO3)S(C)(=O)=O)cc1	0.3	-4	2	-2	-2	12	-1	2	11	-9

Next section.
SMILES	PG9 binder	mABHD4 FP	TCR CD3 inh	HTRA1 inh	LEDGF integ inh	SIAE primary	PRMT1 FP inh	rCAG RNA binder	Rev-erbA mod	TDP2 absorb
O=C(Nc1ccc(F)cc1)c1cc(S(=O)(=O)Nc2ccc(F)cc2)cs1	1.2	-59	3	-35	2	-43	4	18	4	-3
CCOc1ccc(NC(=O)c2cc(C)nc3ccccc23)cc1	1.1	3	0	-3	0	-5	-6	1	-1	-4
CC(=O)Cc1nsc(NC(=O)c2ccc(COc3ccccc3C)o2)n1	-0.9	-7	3	7	-3	9	0	11	-5	-16
CC1CCN(C2CCN(S(=O)(=O)c3ccc(C(F)(F)F)cc3)CC2)CC1	1.0	3	5	-4	2	16	-8	-4	0	14
COc1cccc(C(=O)NCCn2ccc3ccccc32)c1	1.2	-9	-5	0	-3	2	4	2	3	1
O=C(NC1CCCC1)C(c1ccncc1)N(C(=O)c1ccco1)c1ccc(F)c(Cl)c1 (stereo not given)	-0.7	3	-2	-5	1	0	2	9	5	24
CC1(C)CC2=C(CO1)C(=S)NC(c1ccccc1)N2CC1CCCO1 (stereo not given)	-1.0	4	0	-1	-1	-3	7	-5	3	8
COc1ccc(C(=O)CSc2nnc(-c3cnccn3)n2Cc2ccco2)cc1	-0.3	-7	6	-6	0	2	0	1	-6	-9
N#Cc1ccc(C2=CC(=O)C[C@H](c3ccc(Cl)cc3)C2)cc1	2.3	-11	-4	-26	1	-3	-4	6	-6	3
Cn1nc(C(F)(F)F)cc1C(=O)O	-0.5	1	-7	0	-1	-1	-1	-2	0	-7
O=c1oc(-c2ccc(O)c(O)c2)cc2cc(O)cc(O)c12	-1.2	51*	18	56*	0	12	4	16	-3	3
CC(C)(Oc1ccc(Cl)cc1)C(=O)NC1CC1	0.8	-12	-7	1	-4	-1	11	-6	-7	-14
CCOC(=O)/C=C/C(=O)OCC(=O)Nc1ccc(C)cc1	-2.3	1	1	nt	0	0	2	-1	3	12
O=C(/C=C/c1ccccc1)Nc1ccc2c(c1)C(=O)NC2=O	0.3	-7	-3	-18	-1	-7	-1	5	2	-3
Cc1sc2nc(C3CC3)nc(N3CCN(C(=O)c4ccccc4F)CC3)c2c1C	0.0	9	2	-31	1	9	0	-2	2	4
O=S(=O)(CCn1cccc1)CCn1cccc1	-2.2	-3	2	3	0	-1	0	3	1	-14
O=C(CSC(=S)N1CCOCC1)c1ccccc1	-2.0	-7	0	-2	4	-1	-3	0	-2	-10
COc1cc(C=NNc2ccccc2)ccc1OC(=O)c1ccccc1	-1.1	-32	3	16	6	-1	-2	4	-1	5
CCOC(=O)N1CCN(S(=O)(=O)c2c(C)nc3sccn3c2=O)CC1	-3.7	-4	4	3	-1	4	-2	1	-3	20
COc1cc(/C=C(\C#N)c2nn(CCO)c(N)c2C#N)cc(OC)c1OC	-0.8	1	2	0	0	0	-5	0	-4	5
Cc1ccc2c(CC(=O)NCc3ccc4c(c3)OCO4)coc2c1	-3.5	-2	1	-7	0	16	-2	1	0	5
Cc1ccc(/C=N/Nc2ncnc3nc[nH]c23)cc1	0.1	0	5	3	3	0	-3	10	-3	2
O=C(NCCO)C(F)(F)C(F)(F)C(F)(F)OC(F)(C(=O)NCCO)C(F)(F)F (stereo not given)	0.1	-5	1	-1	-3	0	0	1	-2	6
COc1cccc(CNc2nc3nc(C)cc(=O)n3[nH]2)c1	0.9	1	-1	6	1	0	1	3	3	6
COCCCN1C(=O)c2ccc(C(=O)OCC(=O)N3CCN(c4ccccc4)CC3)cc2C1=O	0.1	2	-3	-1	3	-1	0	-9	4	-5
O=C(c1ccccc1)c1cc2cc(Cl)ccc2[nH]1	-2.4	-3	1	-4	2	-3	1	0	3	3
c1ccc(SCCOCCN2CCOCC2)cc1	-2.6	-4	5	5	4	3	-2	-5	1	2
O=C(CSc1nnc(COc2ccccc2)n1-c1ccc(Cl)cc1)Nc1ccc(OCc2ccccc2)cc1	nt	7	nt	nt	-1	5	2	7	-4	-1
CC1CN(C(=O)CCC(=O)N2CCOCC2)c2ccccc2O1 (stereo not given)	-0.2	-5	-4	1	-3	4	-3	-1	5	5
O=C(Nn1cnc2ccccc2c1=O)c1ccccc1	-1.3	-7	7	5	3	-1	5	2	-2	-4

3 entries out of the list above, arranged by the number in TCR CD3 inh, low to high:
SMILES	PG9 binder	mABHD4 FP	TCR CD3 inh	HTRA1 inh	LEDGF integ inh	SIAE primary	PRMT1 FP inh	Rev-erbA mod	TDP2 absorb
Cc1sc2nc(C3CC3)nc(N3CCN(C(=O)c4ccccc4F)CC3)c2c1C	0.0	9	2	-31	1	9	0	2	4
COc1ccc(N2C(=O)CCC(C(=O)N3CCOCC3)C2c2ccc(F)cc2)cc1 (stereo not given)	-0.6	2	3	2	0	0	-2	-1	4
COC(=O)c1cccnc1SCc1ccccc1	-0.7	-5	6	-3	-1	-4	1	12	-2

Among those listed so far, these contain a Cl atom:
SMILES	PG9 binder	mABHD4 FP	TCR CD3 inh	HTRA1 inh	LEDGF integ inh	SIAE primary	PRMT1 FP inh	rCAG RNA binder	Rev-erbA mod	TDP2 absorb
COc1ccc(C)cc1NC(=O)CSc1nnc(COc2ccc(Cl)cc2)n1Cc1ccco1	0.1	-21	3	-52	2	-8	1	0	5	-1
CS(=O)(=O)c1ccc2nc(NC(=O)c3ccc(Cl)cc3)sc2c1	58*	1	7	2	-3	-5	-3	3	38*	-2
Cc1cc(Cl)c2oc(C(=O)NC(C)c3ccncn3)c(C)c2c1 (stereo not given)	1.2	9	10	-2	-3	-1	4	-1	1	7
Cc1onc(-c2c(F)cccc2Cl)c1C(N)=S	-2.1	2	2	1	0	-8	-1	0	3	-4
O=C(NC1CCCC1)C(c1ccncc1)N(C(=O)c1ccco1)c1ccc(F)c(Cl)c1 (stereo not given)	-0.7	3	-2	-5	1	0	2	9	5	24
N#Cc1ccc(C2=CC(=O)C[C@H](c3ccc(Cl)cc3)C2)cc1	2.3	-11	-4	-26	1	-3	-4	6	-6	3
CC(C)(Oc1ccc(Cl)cc1)C(=O)NC1CC1	0.8	-12	-7	1	-4	-1	11	-6	-7	-14
O=C(c1ccccc1)c1cc2cc(Cl)ccc2[nH]1	-2.4	-3	1	-4	2	-3	1	0	3	3
O=C(CSc1nnc(COc2ccccc2)n1-c1ccc(Cl)cc1)Nc1ccc(OCc2ccccc2)cc1	nt	7	nt	nt	-1	5	2	7	-4	-1
